NCI-60 one-dose screen, 48 h, at 10 µM unless noted. Numbers give growth in % (100 = growth as untreated, 0 = no growth, -100 = all killed).
M14: M14 melanoma; hit rate 6.2% among 80,000
SK-MEL-2: SK-MEL-2 melanoma. AID 1794763. hit rate 4.7% among 77,000
SK-MEL-28: SK-MEL-28 melanoma; hit rate 4.1% among 81,000
SK-MEL-5: SK-MEL-5 melanoma; hit rate 6.4% among 80,000
UACC-257: UACC-257 melanoma. hit rate 4.4% among 78,000. AID 1794764
MDA-MB-435: MDA-MB-435 melanoma; hit rate 7.8% among 82,000
MALME-3M: MALME-3M melanoma; hit rate 5.8% among 78,000; AID 1794766
UACC-62: UACC-62 melanoma. AID 1794756. hit rate 5.4% among 81,000
* hit, by the source's call; / = no result given. The calls were made as follows: active = growth percent below 10; inactive = the rest. Hits appear at their usual frequency; any-hit rate near 11%.

SMILES	M14	SK-MEL-2	SK-MEL-28	SK-MEL-5	UACC-257	MDA-MB-435	MALME-3M	UACC-62
COC(=O)c1ccccc1N=NNc1ccc([N+](=O)[O-])cc1	110	111	111	98	107	98	109	106
CCOc1cccc(Cl)n1	113	117	101	98	104	103	106	108
COc1ccccc1NC(=O)c1sc2c(=O)[nH]c(C)nc2c1C	106	94	121	95	112	112	110	88
CC(C)c1ccc(C(NC23CC4CC(CC(C4)C2)C3)c2nnnn2C(C)(C)C)cc1 (centres undefined)	93	104	108	101	109	102	109	95
Cn1cnc2cc(Cl)ccc21	111	112	104	114	83	95	96	103
N#Cc1c(NCc2ccccc2I)sc2c1CCCCC2	97	105	110	98	94	100	88	70
C[C@H]1C=C(C[C@H](O)CC#CC#CCCCCC[C@@H](O)[C@H]2CCC(=O)O2)C(=O)O1	100	98	112	123	98	96	100	109
CN1C(=O)N(C)C2NC(N/N=C/c3ccc([N+](=O)[O-])cc3)=NC21 (centres undefined)	99	109	101	100	99	103	98	98
O=C1NC(=S)/C(=C/c2cn(-c3ccccc3)nc2-c2ccccc2)S1	25	-4.2*	21	-42*	6.0*	25	10	6.8*
COc1ccc2c(c1)CCc1c-2nc(N)nc1-c1nc(N)nc2c1CCc1cc(OC)ccc1-2	106	118	102	102	89	106	99	94
COc1cc(-c2cc(=O)oc3cc(O)ccc23)cc(OC)c1OC	98	101	99	91	99	100	90	88
Fc1cc(-c2nnc3sc(-c4ccc(Cl)cc4)nn23)c(Cl)cc1Cl	102	96	84	86	103	/	62	90
Cc1cc(N=C2NC(=O)/C(=C/c3cccs3)S2)no1	70	75	70	75	96	79	80	57
C[C@]12CC[C@H]3[C@@H](CC=C4C[C@@H](O)CC[C@@]43C)[C@@H]1C[C@H](O)C2	103	95	110	95	98	105	103	95
CCCCN(CCCC)C(=O)CC	111	112	114	103	129	104	124	106
Cc1ccc(C(=O)CCC(=O)O)c(C)c1	109	91	106	102	/	96	107	108
O=C1C(Br)=Cc2cccc3cccc1c23	105	100	127	92	102	107	96	91
O=C1O/C(=C2\C=C(c3ccccc3)OC2=O)C=C1c1ccccc1	103	100	108	100	105	107	107	95
O=c1c2ccccc2[nH]c2cc3c(=O)n4ccccc4nc3cc12	104	114	107	101	108	104	105	92
O=C(O)CCCCCNCCC(=O)O	102	108	101	102	101	106	118	97
CCOS(=O)(=O)C1CCCC1	102	102	103	118	91	106	90	101
Cc1cc2cc3c(=O)[nH]c(=O)nc-3n(CC(O)C(O)C(O)CO)c2cc1C (centres undefined)	96	124	98	97	112	103	107	104
CCc1cccc(C(C)(C)C)c1NC(=S)N/C=C(/C#N)C(N)=O	98	109	107	96	90	105	98	89
CCOC(=O)[C@]1(Br)CC[C@]1(Br)C(=O)OCC	99	98	105	95	99	89	85	83
Cc1c(C(=O)/C=C/c2csc3ccccc23)[n+](=O)c2ccccc2n1[O-]	63	95	105	79	82	68	125	71

At a glance, part of the list above:
SMILES	M14	SK-MEL-2	SK-MEL-28	SK-MEL-5	UACC-257	MDA-MB-435	MALME-3M	UACC-62
CN1C(=O)N(C)C2NC(N/N=C/c3ccc([N+](=O)[O-])cc3)=NC21 (centres undefined)	99	109	101	100	99	103	98	98
O=C1NC(=S)/C(=C/c2cn(-c3ccccc3)nc2-c2ccccc2)S1	25	-4.2*	21	-42*	6.0*	25	10	6.8*
COc1ccc2c(c1)CCc1c-2nc(N)nc1-c1nc(N)nc2c1CCc1cc(OC)ccc1-2	106	118	102	102	89	106	99	94
COc1cc(-c2cc(=O)oc3cc(O)ccc23)cc(OC)c1OC	98	101	99	91	99	100	90	88
Fc1cc(-c2nnc3sc(-c4ccc(Cl)cc4)nn23)c(Cl)cc1Cl	102	96	84	86	103	/	62	90
Cc1cc(N=C2NC(=O)/C(=C/c3cccs3)S2)no1	70	75	70	75	96	79	80	57
C[C@]12CC[C@H]3[C@@H](CC=C4C[C@@H](O)CC[C@@]43C)[C@@H]1C[C@H](O)C2	103	95	110	95	98	105	103	95
CCCCN(CCCC)C(=O)CC	111	112	114	103	129	104	124	106
Cc1ccc(C(=O)CCC(=O)O)c(C)c1	109	91	106	102	/	96	107	108
O=C1C(Br)=Cc2cccc3cccc1c23	105	100	127	92	102	107	96	91
O=C1O/C(=C2\C=C(c3ccccc3)OC2=O)C=C1c1ccccc1	103	100	108	100	105	107	107	95
O=c1c2ccccc2[nH]c2cc3c(=O)n4ccccc4nc3cc12	104	114	107	101	108	104	105	92
O=C(O)CCCCCNCCC(=O)O	102	108	101	102	101	106	118	97
CCOS(=O)(=O)C1CCCC1	102	102	103	118	91	106	90	101
Cc1cc2cc3c(=O)[nH]c(=O)nc-3n(CC(O)C(O)C(O)CO)c2cc1C (centres undefined)	96	124	98	97	112	103	107	104
CCc1cccc(C(C)(C)C)c1NC(=S)N/C=C(/C#N)C(N)=O	98	109	107	96	90	105	98	89
CCOC(=O)[C@]1(Br)CC[C@]1(Br)C(=O)OCC	99	98	105	95	99	89	85	83
Cc1c(C(=O)/C=C/c2csc3ccccc23)[n+](=O)c2ccccc2n1[O-]	63	95	105	79	82	68	125	71

(more compounds)
SMILES	M14	SK-MEL-2	SK-MEL-28	SK-MEL-5	UACC-257	MDA-MB-435	MALME-3M	UACC-62
OCc1ncc(-c2cc(C(F)(F)F)cc(C(F)(F)F)c2)c(NC2CCCCCC2)n1	118	99	109	102	94	100	114	84
Cc1cc(C)c2c(n1)sc1c(Nc3ccc(Cl)cc3)ncnc12	-48*	83	55	33	20	27	/	-11*
O=c1oc2ccc3ccccc3c2cc1-c1ccnc2[nH]c(=S)[nH]c(=O)c12	105	104	105	98	99	106	/	88
CSc1nc(N)c(CNc2ccccc2)c(=O)n1C	93	96	115	100	98	103	/	83
CCOC(=O)c1c(NC(=O)CSc2nnc(-c3cccnc3)o2)sc2c1CCCC2	109	92	128	109	/	110	101	95
CC(C)Cn1cnc2c(NCn3nc(-c4cc(Cl)cc(Cl)c4Cl)n(/N=C/c4ccc(Cl)cc4)c3=S)nc3ccccc3c21	104	82	112	57	77	110	109	72
CCCCS(=O)(=O)CCCC	99	/	103	99	104	107	/	120
C=C(CO)[C@@H]1CC[C@]2(COC3CCCCO3)CC[C@]3(C)[C@H](CC[C@@H]4[C@@]5(C)C=C(C=O)C(=O)C(C)(C)[C@@H]5CC[C@]43C)[C@@H]12 (some centres undefined)	-66*	-57*	-71*	-95*	-64*	-84*	-78*	-77*
CCCC[S+](CC)CC(=O)c1ccc(-c2ccccc2)cc1 (centres undefined)	95	83	114	97	96	108	98	96
COC(=O)c1cc(C(=CCC[C@H]2CC[C@@]3(C)C(CC[C@@H]4C3CC[C@@]3(C)C4CC[C@@H]3[C@H](C)CCCC(C)C)C2)c2cc(Cl)c(OC)c(C(=O)OC)c2)cc(Cl)c1OC (some centres undefined)	100	107	111	99	106	109	103	99
O=C(Cc1ccc(/C=C/C(=O)c2ncc[nH]2)cc1)Nc1ccc(C(F)(F)F)cc1	25	100	67	48	82	-1.9*	86	46
Oc1ccc(-c2nc(N3CCOCC3)c3ccccc3n2)cc1	78	88	66	73	96	75	39	69
CCCCCCCCCC1OCC(C)(CCC)CO1 (centres undefined)	108	105	113	106	76	109	109	98
c1cc(-c2nc3nccc(-c4ccsc4)n3n2)ccn1	119	110	116	95	108	121	112	118
COc1ccc(-c2csc(-n3[nH]c(=O)ccc3=O)n2)cc1	98	107	104	97	94	95	92	94
Cc1ccccc1Nc1nc(N)nc(CN2C(=O)NC3(CCCCC3C)C2=O)n1 (centres undefined)	113	107	111	96	114	104	635	93
CCCCCCN(CCCCCC)C(C)C(O)c1ccc2cc(Br)c3ccccc3c2c1 (centres undefined)	107	134	113	105	111	87	121	110
Cc1nc(Nc2ccccc2C)c2cnn(C)c2n1	112	105	128	96	115	110	112	108
CCOC(=O)Nc1csnn1	107	111	120	107	115	106	113	106
NS(=O)(=O)c1ccc(NC(=O)N2CCN(c3ccccc3)CC2)cc1	101	/	107	99	102	102	92	104
CC(C)c1ccc(S(=O)(=O)NC2=CN3CC=CCC3CC2=O)cc1 (centres undefined)	101	94	114	102	90	107	92	107
Cn1c2ccccc2c2c3c(c4c5ccccc5ccc4c21)C(=O)N(O)C3=O	69	96	59	50	108	75	74	65
CCOC(=O)/N=[N+](\[O-])c1ccccc1	106	91	102	99	92	97	111	102
CSc1nsc(NN)n1	116	101	102	87	94	106	83	95
COc1ccc(/C=C/c2c3c(nc4ccccc24)CC/C(=C\c2ccccc2)C3=O)cc1	91	88	87	89	73	90	104	72
SMILES	M14	SK-MEL-2	SK-MEL-28	SK-MEL-5	UACC-257	MDA-MB-435	MALME-3M	UACC-62
COc1ccc(-c2nc3sc(-c4ccc(Cl)cc4)cn3n2)cc1	91	106	100	73	85	75	51	69
COC(=O)C1=Nc2c/c(=C\c3[nH]c(=S)[nH]c3O)oc2=C1	/	88	98	107	97	92	71	73
COC1=C(Nc2ccccc2C)C(=O)C(OC)=C(Nc2ccccc2C)C1=O	98	93	112	103	82	118	74	96
Nc1nc(-c2cccc([N+](=O)[O-])c2)c(N=Nc2ccc([N+](=O)[O-])cc2Cl)s1	4.9*	/	23	-77*	-8.9*	6.1*	-3.2*	1.4*
CN1CCN(Cc2nnc(CCC(=O)c3nc4ccccc4[nH]3)o2)CC1	98	104	110	105	112	105	98	90
COc1cc2c(cc1OC)C(CCc1ccc(Cl)cc1)N(C)CC2 (centres undefined)	92	76	111	90	112	111	103	89
O=C(Nc1nc2ccc([N+](=O)[O-])cc2s1)Nc1cc(Cl)ccc1I	-53*	-62*	-53*	-94*	-37*	-52*	-41*	-54*
CCC(NC)c1cccs1 (centres undefined)	92	100	103	106	94	107	106	102
C#CC(C)(O)CCCCCCC (centres undefined)	103	121	113	106	105	103	95	102
C/C(=N/N)c1nnn(-c2ccc([N+](=O)[O-])cc2)c1C	115	116	104	100	106	106	99	95
CCOC(=O)C1=C(c2ccccc2)N=C2SC3C(=NN(c4ccccc4)C3c3ccc(Br)cc3)N2C1c1ccc(O)cc1 (centres undefined)	102	99	104	100	105	101	101	82
O=C(Nc1ccc(Cl)cc1)c1ccc(Cc2n[nH]c(=O)c3cccnc23)cc1	96	102	100	98	103	97	99	89
Cn1/c(=N\N=C\c2ccccc2OCCO)sc2ccccc21	103	104	124	88	121	107	80	90
COc1cc(/C=C/C(=O)c2c(-c3ccc(F)cc3)nc3sc(C)nn23)cc(OC)c1OC	35	-26*	66	27	47	12	/	/
COc1cc(-c2cc(OC)c(O)c(OC)c2)cc(OC)c1O	109	101	115	97	94	101	/	86
COc1ccc(/C=C(/C)CO)cc1	100	99	107	102	/	104	109	/
CCCCCCCCCCCCCCCCCBr	109	108	108	99	102	100	108	104
N#CCNc1ccc(N)cc1	96	99	112	103	95	106	90	103
CCCCCCCCCCCCCCCCCC1=NCCN1C(=O)OCCO	/	77	61	80	63	-21*	94	60
Nc1ncnc2nc(Cl)[nH]c12	106	93	111	99	84	108	96	96
OCCN1CCNC1=S	90	107	113	96	85	100	109	102
CC(=O)Nc1cccc(N)c1	120	116	106	103	/	105	99	97
N#CC(c1ccccc1)C(CC(=O)c1ccccc1)c1ccccc1 (centres undefined)	93	107	103	104	93	98	96	99
O=C(COc1ccc(-c2nc3ccccc3[nH]2)cc1)N=Nc1c(O)[nH]c2ccccc12	116	113	100	102	110	70	81	96
O=C(O)CCNC(=O)OCc1ccccc1	93	109	117	100	/	106	113	103
SMILES	M14	SK-MEL-2	SK-MEL-28	SK-MEL-5	UACC-257	MDA-MB-435	MALME-3M	UACC-62
O=C1C2CCCN2C(=O)c2ccccc2N1Cc1cn(-c2ccc(F)cc2)nn1 (centres undefined)	101	98	105	97	99	103	92	97
Cc1ccccc1CNc1ccc(N2CCOCC2)cc1	100	102	100	99	103	102	102	95
O=c1c2ccccc2nc(COc2ccccc2)n1NCc1ccccc1	87	73	96	54	88	89	105	56
Oc1ccccc1/C=N\Nc1ccccc1	39	92	102	/	96	29	95	-5.1*
O=C(NN1C(=O)c2c(Cl)c(Cl)c(Cl)c(Cl)c2C1=O)c1ccc(OCc2nc3ccc(Cl)cc3[nH]2)cc1	105	111	107	94	108	109	94	96
COc1cc(-n2nc(C(=O)NCCCCCC(=O)NO)nc2-c2ccccc2)cc(OC)c1OC	104	101	117	107	/	104	97	98
COc1ccccc1S(=O)(=O)Nc1ccc2c3c(cc(NCCC4CCN(C)CC4)nc13)C(=O)N2C	70	75	92	84	79	74	70	69
O=C(CSc1ccccc1C(=O)Nc1ccc(-n2ccnc2)cc1)NCC1CCCCC1	94	70	93	67	93	83	102	62
CC(=O)Oc1nc2[nH]c(=O)sc2c(C)c1Cc1ccccc1	101	110	106	99	94	98	98	96
COc1cc2c3c(n(CCCNC4CCCCC4)c(=O)c2cc1OC)-c1cc2c(cc1C3=O)OCO2	33	/	97	97	97	102	-47*	81
O=C(Cn1nnc(N2CCOCC2)n1)N/N=C/c1ccccc1Cl	105	120	105	101	106	98	/	107
CCOC(=O)CSc1ccccc1	106	92	99	103	78	92	98	107
CC1=C(C)C(=O)C(N2CCC(C)CC2)=CC1=O	103	112	108	98	91	116	96	90
CC(=O)Oc1cc(C)c2sc(=O)[nH]c2n1	89	102	108	99	91	104	99	91
NC(=O)c1cccc(Br)c1	100	95	126	100	103	110	101	95
CCOP(=O)(CCN1CCN(CCCCCOc2cc3c(cc2OC)C(=O)N2CCC[C@H]2C=N3)CC1)OCC	92	34	120	84	/	94	119	95
Cn1c(=O)[nH]c(=O)c2nc(CC(=O)Nc3ccccc3)c(=O)[nH]c21	99	112	100	98	91	104	97	91
CCOC(=O)c1ccc2n1CCCc1cnc(Nc3ccccc3)nc1-2	89	96	90	85	101	53	93	73
CCOC(=O)C1=C(N)N(c2ccccc2)C2=C(C(=O)CC(C)(C)C2)C1c1ccc(Cl)cc1 (centres undefined)	28	30	44	28	28	22	16	22
C=CC(c1ccccc1)c1nc2ccccc2s1 (centres undefined)	91	77	107	93	95	94	99	77

From PubChem
